Compound activity as filed in PubChem.
PLCg1 inh = inhibitors of human phospholipase C gamma1; P19174; purified PLC-gamma1, fluorogenic substrate, fluorescence; inhibition, % at 12.2 µM; actives 0.84% (n = 370,000); in the data active = inhibition above about 9.5%
ADAM17 inh = inhibitors of human ADAM17; AID 720648; recombinant ADAM17, EDANS/DABCYL FRET peptide cleavage; inhibition, % at 6.95 µM; P78536; actives 0.83% (n = 370,000);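 active = inhibition above the mean of compounds lying between control limits plus 3 SD, set per campaign, cut at about 8.5% in these data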;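 also: 0% = DMSO-only wells as the low control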
Target sequence (P78536 215-824 limits assumed): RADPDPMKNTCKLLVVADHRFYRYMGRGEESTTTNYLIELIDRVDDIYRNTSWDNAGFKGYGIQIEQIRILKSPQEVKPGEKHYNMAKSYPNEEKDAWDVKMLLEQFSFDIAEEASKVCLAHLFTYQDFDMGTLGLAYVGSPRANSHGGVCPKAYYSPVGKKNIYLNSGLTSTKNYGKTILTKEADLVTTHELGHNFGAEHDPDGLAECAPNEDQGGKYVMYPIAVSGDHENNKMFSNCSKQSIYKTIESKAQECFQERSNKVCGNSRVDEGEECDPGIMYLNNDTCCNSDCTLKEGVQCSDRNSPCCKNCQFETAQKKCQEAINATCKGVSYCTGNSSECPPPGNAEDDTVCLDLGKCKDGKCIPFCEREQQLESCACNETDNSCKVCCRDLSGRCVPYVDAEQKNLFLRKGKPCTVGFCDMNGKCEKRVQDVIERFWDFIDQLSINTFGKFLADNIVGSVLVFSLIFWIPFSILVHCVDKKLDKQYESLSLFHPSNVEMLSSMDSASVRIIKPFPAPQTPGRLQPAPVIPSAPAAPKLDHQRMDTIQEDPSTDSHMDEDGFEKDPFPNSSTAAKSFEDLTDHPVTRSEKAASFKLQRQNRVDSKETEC
HGIII-sPLA2 inh = Inhibits HGIII-sPLA2 liposome hydrolysis, primary screen | Q9NZ20 | QFRET BODIPY PC-A2 liposome hydrolysis, fluorescence | inhibition, % at 12.2 µM | actives 0.56% (n = 370,000);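 active = inhibition above mean plus 3 SD of compounds lying within the high and low control bounds, cut at about 19% in these data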;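 also: 0% = median of test compound wells and 100% = no enzyme DMSO wells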
GAA850 FXN act = activators of GAA850 frataxin (FXN) promoter | HEK293 lucGAA850 FXN promoter luciferase reporter, 24 h; percent of 10 µM SAHA response | activation, % at 6 µM | actives 0.56% (n = 360,000) | AID 540364;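 active = activation above the average of all compounds screened plus 3 SD, cutoff fixed separately per campaign, cut at about 7.5% in these data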;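 also: 0% = DMSO wells and 100% = 10 µM SAHA wells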
DAX1 inh-1 = blocks DAX1 repression of SF-1 activated StAR promoter; actives 1.1% (n = 370,000); AID 652010; inhibition, % at 6.8 µM; HEK293T StAR-luciferase reporter, SF-1/DAX-1 repression relief;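 active = inhibition above the mean over all tested compounds plus 3 SD, cut at about 3.6% in these data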;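 also: 0% = DAX-1 cells with DMSO and 100% = cells lacking DAX-1 with DMSO; higher inhibition means more luminescence from relief of DAX-1 repression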
ADAM10 inh = inhibitors of human ADAM10; recombinant ADAM10, EDANS/DABCYL FRET peptide cleavage, 3 h; inhibition, % at 7 µM; actives 0.62% (n = 370,000);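 active = inhibition above a per-campaign cutoff equal to the mean of compounds falling between control-based bounds plus 3 SD, cut at about 20% in these data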;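 also: 0% = DMSO wells while the 100% control is not disclosed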
hgDAF12 agonist = agonists of H. glycines DAF-12 nuclear receptor; HEK293 GAL4-hgDAF12 UAS-luciferase reporter, agonist luminescence; normalized to butyrate control; activation, % at 6.8 µM; actives 1.8% (n = 370,000);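 active = activation above a cutoff set at the mean of all screened compounds plus 3 SD, cut at about 10% in these data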;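 also: 0% = DMSO wells and 100% = sodium butyrate wells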
ssDAF12 agonist = activators of S. stercoralis DAF-12 nuclear receptor; AID 652126; activation, % at 6.8 µM; HEK293 ssDAF-12/GRIP1 lit1-tk-luc reporter, luminescence; % of 3 µM dafachronic acid response; actives 1% (n = 370,000);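 active = activation above the mean over all tested compounds plus 3 SD, cut at about 0.9% in these data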;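 also: 0% = DMSO-only wells and 100% = 3 µM delta7-dafachronic acid wells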
PLC-beta3 inh = PLC-beta3 (human) inhibition, primary screen; Purified PLC-beta3, fluorogenic substrate, fluorescence; inhibition, % at 12.2 µM; actives 0.18% (n = 370,000); AID 720704; in the data active = inhibition above about 11%;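 also: 0% = median of compound wells on plate and 100% = full blocker control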
DAX1 inh-2 = inhibits human nuclear receptor DAX1; inhibition, % at 6.75 µM; HEK293 Gal4-DAX1 luciferase reporter, luminescence; AID 504766; P51843; actives 0.99% (n = 340,000);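 active = inhibition above the mean over all tested compounds plus 3 SD, cut at about 4.2% in these data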;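 also: 0% = DAX1-transfected cells with DMSO and 100% = empty-vector control cells with DMSO; inhibition shows as a rise in luminescence from relieved DAX1 repression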
Target sequence (P51843 207-470 limits assumed): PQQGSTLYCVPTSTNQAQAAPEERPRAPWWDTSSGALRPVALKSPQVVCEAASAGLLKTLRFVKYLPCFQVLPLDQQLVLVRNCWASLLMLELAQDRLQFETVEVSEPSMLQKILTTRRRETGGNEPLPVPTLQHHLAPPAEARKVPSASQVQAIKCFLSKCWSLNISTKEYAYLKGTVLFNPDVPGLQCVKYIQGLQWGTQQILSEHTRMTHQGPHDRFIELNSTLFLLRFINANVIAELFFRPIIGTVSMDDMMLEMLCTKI
hcDAF-12 act = activators of H. contortus DAF-12 nuclear receptor; HEK293 hcDAF-12 lit1-tk-luc reporter, luminescence; 0% DMSO, 100% Δ7-dafachronic acid; activation, % at 6.8 µM; actives 1.4% (n = 370,000);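 active = activation above the mean of all tested compounds plus 3 SD, cut at about 5.5% in these data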;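 also: 100% = response to 3 µM Δ7-dafachronic acid high control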
Active calls of the source: *; x = no result given. Compounds were not picked by outcome, and some 6.9% of all compounds hit somewhere here.

Order of values: PLCg1 inh, ADAM17 inh, HGIII-sPLA2 inh, GAA850 FXN act, DAX1 inh-1, ADAM10 inh, hgDAF12 agonist, ssDAF12 agonist, PLC-beta3 inh, DAX1 inh-2, hcDAF-12 act
- CC(=O)C1=C(C)NC(C)=C(C(C)=O)C1c1ccc(-c2ccccc2Cl)o1
  -21, -6, 2, 2.6, -0.1, -6, -0.9, -1.8, -27, 0.9, -1.5
- Cc1ccc(S(=O)(=O)N2CCCCC2)cc1C(=O)NCCCN1CCOCC1
  7, -2, 5, 1.2, 1.3, 0, -2.5, -0.9, -7, -0.3, -0.3
- CC1CCC(NC(=O)CN2C(=O)NC3(CCCCCC3)C2=O)CC1 (configuration not stated)
  -1, -2, 8, -0.5, -0.3, -9, 3.2, -1.4, -3, 0.3, 0.5
- O=C(O)c1cc(NC(=O)c2ccccc2[N+](=O)[O-])ccc1O
  1, 0, -4, 1.6, 0.0, -9, 4.0, -0.8, 2, 0.0, -1.6
- CC1=C(C(=O)Nc2ccccc2)C(c2ccccc2[N+](=O)[O-])NC(=O)N1 (configuration not stated)
  -90, -18, 1, 0.8, 0.3, -57, 3.4, -0.8, -82, -0.5, 1.5
- O=C(Nc1ccccc1)C1CCCN1C(=O)Nc1ccccc1[N+](=O)[O-] (configuration not stated)
  2, 0, -1, 1.4, -0.4, 3, -3.0, -1.2, 3, -0.1, -0.2
- COc1ccc(C#Cc2cnc3c(c2)C(=O)N([C@H](C)CO)C[C@@H](C)[C@H](CN(C)C(=O)CN(C)C)O3)cc1
  -34, -9, -1, -2.8, 1.1, -65, 0.0, -0.6, -56, 1.0, -1.4
- CN1CCCC(C#CC(O)(c2ccccc2)c2ccccc2)C1 (configuration not stated)
  -2, 0, 4, 2.2, 0.1, -6, 2.0, -1.5, -2, -0.5, -1.8
- COc1ccc(C(=O)NCc2ccc(C)cc2)cc1S(=O)(=O)N1CCCC1
  2, -3, 4, 2.2, -1.2, -12, -0.7, -1.9, -6, -0.9, -0.9
- CCC[C@@H]1CCCC/C=C\CCCC(=O)OCCN1C(=O)OC(C)(C)C
  1, 5, -2, 1.1, 0.6, 7, 1.5, -1.2, 6, -0.7, -0.1
- Cn1c(=O)oc2cc(S(=O)(=O)Nc3ccccc3F)ccc21
  3, -1, -2, 1.0, -0.1, 4, 3.5, -0.4, 0, 1.1, 1.3
- CCN(CC)C(=O)CC(c1cc(OC)c(OC)c(OC)c1)c1c(OC)cc(OC)c2ccc(=O)oc12 (configuration not stated)
  -79, -38, -5, 2.0, -0.8, -135, -2.9, -1.9, -87, -1.1, -2.1
- COc1cccc(C(=O)NCCC2=CCCCC2)c1OC
  1, -1, -2, 3.3, 3.2, 2, 8.2, 0.7, -1, 4.5*, 1.8
- CCCCN(CCCC)CC(O)COc1ccccc1C(=O)Nc1ccccc1 (configuration not stated)
  7, 6, -6, -5.0, 0.3, 2, -0.9, -1.8, 11*, -0.9, -0.9
- O=C(Nc1cccc(C(F)(F)F)c1)c1cc2c(s1)-c1ccccc1OC2
  -262, -118, 0, 2.0, -0.7, -339, 0.5, -0.5, -315, -0.1, -2.3
- CS/C(N)=N/N=C/c1ccc([N+](=O)[O-])cc1
  0, -5, 5, 4.7, 0.0, 9, 2.2, -0.6, 1, -0.6, -0.3
- Cn1c(=O)c2c(ncn2CCOc2cccc(Br)c2)n(C)c1=O
  4, -2, 1, -1.5, -1.2, 7, -2.2, -1.9, -2, -1.2, -3.8
- Cc1cccc(NC(=O)Nc2ccc(C#N)cc2)n1
  6, 1, 4, 20*, -0.9, 0, 5.9, -1.9, 7, -2.1, -2.9
- Cn1c(=O)n(Cc2ccccc2Cl)c(=O)c2c1[nH]c(=S)n2C
  0, -1, 7, -0.8, -0.2, 7, -1.8, -1.2, -2, 1.9, 0.4
- Cc1ccc(O)c(N=Nc2ccc(S(=O)(=O)N3CCOCC3)cc2)c1
  -1, -4, -6, 0.3, 0.7, 0, -2.6, -0.8, -4, 0.0, -1.3
- COc1ccc(-c2coc3cc4oc(=O)cc(-c5ccccc5)c4cc23)cc1F
  -26, -7, 8, -0.3, -0.1, -6, 0.0, -1.0, -25, -0.7, -1.2
- COc1ccc(OC)c(C(O)c2ncc(-c3ccccc3OC)[nH]2)c1 (configuration not stated)
  1, 1, 2, 1.0, 0.6, -1, 4.4, -1.1, 5, x, -2.2
- CC12CCC(C(=O)Nc3ccc(Br)cn3)(OC1=O)C2(C)C (configuration not stated)
  0, 1, 0, 2.4, -0.3, -2, -1.7, -1.6, -5, x, 0.1
- COC(=O)C(C(=O)OC)c1ccccc1CNS(=O)(=O)c1ccc(C)cc1
  2, -3, 1, x, 0.3, -2, -1.2, -0.9, 6, x, 1.9
- COC(=O)CCSCC(=O)N1N=C(c2ccc(OC)cc2)CC1c1cccc(OC)c1OC (configuration not stated)
  1, 0, -7, 0.1, 0.1, -9, 0.5, -1.6, 0, 1.3, -0.1
- CC(C)C(=O)NC(c1cccc([N+](=O)[O-])c1)c1ccc2cccnc2c1O (configuration not stated)
  0, 8, 23*, -6.5, -1.6, 17, -11, -2.2, -5, -3.9, -5.0
- O=C1N(c2ccccc2)C2CS(=O)(=O)CC2N1c1ccc(Cl)c(Cl)c1 (configuration not stated)
  0, -1, 4, 0.0, 0.2, 1, 0.3, -1.6, 2, -1.0, -1.1
- COc1ccc(-c2ccc(NC(=O)c3ccco3)cc2)nn1
  -8, -5, 15, -1.5, 9.0*, -17, 8.1, -0.2, -15, -3.8, 3.5
- O=C(NCC1CCCCC1)c1ccc2nc([C@H]3C[C@H](O)[C@@H](CO)O3)[nH]c2c1
  1, 0, -4, -0.7, 0.1, -1, 3.7, -1.0, 3, x, -0.9
- Cc1ccc(C(=O)n2c(N)nc3ccccc32)cc1
  1, -1, 1, -11, 1.6, 9, -1.9, -1.9, 3, -3.0, 0.9

Next section:
Order of values: PLCg1 inh, ADAM17 inh, HGIII-sPLA2 inh, GAA850 FXN act, DAX1 inh-1, ADAM10 inh, hgDAF12 agonist, ssDAF12 agonist, PLC-beta3 inh, DAX1 inh-2, hcDAF-12 act
- CCC(Sc1ncccc1C(=O)OCCN1CCCC1=O)C(=O)NCc1ccco1 (configuration not stated)
  -5, -7, 3, 2.0, -0.1, -6, -0.5, -1.4, -2, 0.8, 1.2
- COc1ccc2c(-c3ccccc3)cc(SCC(=O)NC(N)=O)nc2c1
  1, -3, 6, 0.6, 0.3, -3, 1.1, -1.5, 8, 1.5, -0.6
- CCOc1ccc(NC(=O)CC2C(=O)Nc3ccccc3N2C(=O)c2ccccc2)cc1 (configuration not stated)
  4, 0, -2, -9.1, -0.8, -3, -0.6, -1.7, -7, -0.5, -2.5
- COc1ccccc1NC(=O)c1c([N+](=O)[O-])c(C(C)(C)C)nn1C
  12*, 8.6*, 7, -0.5, 0.3, 2, -1.8, -0.9, 7, 1.1, -1.4
- CC[C@@]1(C(=O)OC)N[C@H](CN(C)C(=O)c2ccc(C)cc2)[C@@H]2C(=O)N(Cc3ccccc3)C(=O)[C@@H]21
  1, 2, -3, 0.7, -1.7, 0, -1.8, -0.9, 3, -0.9, 0.4
- O=C(Cc1ccccc1)N1CCN(C(=O)c2cccs2)CC1
  3, -4, 0, 1.3, 0.8, -15, -1.0, -0.6, 2, 0.1, -2.0
- O=C(NCCS(=O)(=O)c1ccc(Cl)cc1)c1ccc(F)cc1
  6, 1, 4, 2.7, 0.5, -5, 1.3, -2.2, 1, 0.9, -0.3
- Cc1ccc(Oc2nnc(-c3ccccc3)c3ccccc23)cc1
  -2, -1, -2, 0.4, -0.2, 1, 0.3, -1.0, 3, 0.3, -0.8
- CN1CCn2cnc(C(=O)NCCCCCNC(=O)OC(C)(C)C)c2C1=O
  -1, -5, 2, -0.5, 1.5, -14, 0.8, -0.6, 4, -0.2, -0.4
- OCCNc1nc(OCC(F)(F)F)nc(N2CCN(C34CC5CC(CC(C5)C3)C4)CC2)n1
  -1, -2, -9, x, -0.1, 1, -1.5, -0.4, 1, 0.1, -2.1
- COc1ccc(/C(C)=N/Nc2ccc(C(=O)O)cc2)c(OC)c1
  -5, -5, 0, 3.7, 2.2, -8, 3.9, -0.4, -5, -0.8, 2.7
- CS(=O)(=O)c1ccc(Cl)c(NC(=O)COC(=O)COc2ccc3c(c2)CCC3)c1
  -2, -1, 19, 0.8, -0.8, -13, 2.3, -0.7, -9, 2.1, -0.1
- Cn1cc(CNC(=O)Nc2ccc3c(c2)OCO3)cn1
  -1, 0, 7, 2.4, 1.4, -12, 2.7, -0.3, 2, 0.1, 0.1
- COc1ccc(C(=O)Nc2c(N)nc(SCC(=O)N3CCC(C)CC3)[nH]c2=O)cc1OC
  -1, -1, 1, 1.1, 0.6, -8, 0.4, -0.9, 3, 0.5, 0.7
- Cc1cc(NC(=O)CSc2ccc3nnc(CCNC(=O)c4ccccc4)n3n2)no1
  -5, -7, -2, -1.5, -0.7, -11, 1.9, -1.6, -2, -1.1, 0.2
- O=C(Nc1ccc2c(c1)C(=O)NC2=O)c1cccc(C(F)(F)F)c1
  -112, -45, -1, 0.7, -0.4, -184, 1.1, -0.6, -144, -0.4, 1.7
- COc1ccc(C2C(C(=O)N3CCC(C(N)=O)CC3)CC(=O)N2c2ccc(OC)cc2)cc1 (configuration not stated)
  3, -2, 3, 3.0, 1.0, 0, -2.9, -1.2, -4, 0.2, 2.1
- Cc1n[nH]c(C)c1S(=O)(=O)N1CCCC(C(=O)NC2CCCCC2)C1 (configuration not stated)
  -2, -5, -5, 1.5, 0.7, -11, 3.8, -0.9, 3, 0.0, -1.3
- c1ccc(NCCCNc2ccccc2)cc1
  0, 2, 6, 0.5, 1.0, 9, 3.6, -0.7, 0, 0.1, 0.0
- CCN(CC)c1cc(C)c2cc(NC(=O)c3ccccc3OC)ccc2n1
  -22, -7, -2, -0.2, -1.4, -17, 2.6, -2.3, -37, -0.8, -3.5
- NCc1csc(NC(=O)Nc2cccc(C(F)(F)F)c2)n1
  0, -4, 10, 0.0, 0.6, -8, 3.3, -1.4, 2, x, -0.7
- CC(=O)c1ccc(NC(=O)Nc2ccc3c(c2)nc(C)n3C)cc1
  1, 3, 3, 5.0, 4.0*, 2, 8.9, -0.6, 0, 0.4, 1.7
- CCn1c(C)nc2cc(C(=O)N/N=C/c3ccc(O)cc3)ccc21
  -9, 3, 6, 2.7, 0.7, -12, -1.4, -1.8, -12, -0.1, -0.8
- Cc1cc(-c2nnc(SCC(=O)c3ccc4c(c3)OCCO4)o2)no1
  1, -1, 0, 3.2, -0.7, -2, -4.4, -1.1, 2, -0.8, -0.6
- COc1ccc(NC(=O)Nc2ccc(F)cc2)c(C)c1
  -1, -6, 9, -0.3, -0.4, -11, 0.2, -1.1, 2, 0.5, -0.6
- CC(/C=C1\SC(=S)N(NS(=O)(=O)c2ccc(C)cc2)C1=O)=C\c1ccccc1
  -2, 0, 2, 1.2, 0.2, -6, -3.8, -0.5, -12, 0.4, -0.3
- COC(=O)c1cc2c(c3c4cc(OC)ccc4n(S(=O)(=O)c4ccc(OC)cc4)c13)C(=O)N(C1CCCCC1)C2
  -10, -2, -2, x, -0.5, -3, -0.9, -1.1, -17, x, -1.8
